Assay outcomes from PubChem.
S1P3 antag: S1P3 receptor antagonists, primary screen, cell-based; actives 0.27% (n = 170,000); Sphingosine 1-phosphate receptor 3 (Homo sapiens), Q99500; CHO S1P3 NFAT-BLA reporter, FRET fluorescence, antagonist mode; AID 485, 2006; inhibition, % at 4.98 µM;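 active = inhibition above the plate cutoff, the mean inhibition of test wells on that plate plus 3 SD, cut at about 28% in these data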;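 note: cells challenged with S1P at its EC80 of 0.8 µM; blue over green emission ratio from cleaved BLA substrate after 4 h stimulation; 0% = S1P-stimulated wells and 100% = unstimulated DMSO-only wells; some compounds past the cut are filed as inactive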
Target sequence (Q99500 whole entry, looked up): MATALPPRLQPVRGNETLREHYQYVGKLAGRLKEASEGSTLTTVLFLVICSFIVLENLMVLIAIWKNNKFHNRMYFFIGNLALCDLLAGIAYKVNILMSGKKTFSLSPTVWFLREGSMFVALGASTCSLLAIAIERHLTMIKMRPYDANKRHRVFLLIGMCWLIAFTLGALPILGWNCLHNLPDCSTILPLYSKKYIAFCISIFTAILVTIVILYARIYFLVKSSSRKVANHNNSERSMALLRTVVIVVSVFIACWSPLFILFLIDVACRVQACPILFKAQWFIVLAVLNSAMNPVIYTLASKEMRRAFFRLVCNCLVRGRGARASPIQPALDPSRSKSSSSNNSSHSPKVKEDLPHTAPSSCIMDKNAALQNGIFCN
TNAP inh no acc: human TNAP enzyme inhibitors, primary screen, biochemical, luminescent, no phosphate acceptor, uHTS; Alkaline phosphatase, tissue-nonspecific isozyme (Homo sapiens), P05186; purified TNAP, CDP-star luminescence, 30 min; inhibition, % at 20 µM; actives 0.26% (n = 200,000);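 active = tissue-nonspecific alkaline phosphatase inhibition above about 50% at 20 µM in the single-dose screen, limit read from the data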;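 note: 0% = DMSO negative control and 100% = EDTA positive control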
RAM inhibit: inhibitors of the yeast RAM network, primary screen, dse1pr::URA3 reporter, 5-FOA selection. inhibition, % at 50 µM. S. cerevisiae dse1pr::URA3 reporter, 5-FOA growth OD615, 2 d; analog-sensitive cbk1-as2 kinase mutant strain. AID 868, 2007. actives 1.8% (n = 190,000);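 active = inhibition above a set limit, 3 SD over mean compound inhibition, cut at about 8.4% in these data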;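 note: 0% = DMSO-only wells with no growth and 100% = 10 µM 1-NA-PP1 full growth; inhibition rescues growth on 5-FOA so higher OD means more RAM inhibition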
L major viab: Leishmania major promastigote growth inhibition, primary screen. actives 9% (n = 200,000). inhibition, % at 10 µM. AID 1063, 2008. Leishmania major promastigotes, resazurin fluorescence viability; in the data active = inhibition above about 50%;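 note: promastigotes grown with compound for 44 hours at 28 °C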
TNAP inh hi DEA: human TNAP enzyme inhibitors, primary screen, biochemical, luminescent, high phosphate acceptor level, uHTS | Alkaline phosphatase, tissue-nonspecific isozyme (Homo sapiens), P05186 | purified TNAP, CDP-star luminescence, 1 M DEA | inhibition, % at 20 µM | actives 0.03% (n = 200,000);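 active = over 50% inhibition of tissue-nonspecific alkaline phosphatase at 20 µM in the single-dose screen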;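 note: plate controls were DMSO wells for no effect and EDTA-quenched wells as full inhibition for full effect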
Efa HMGR inh: inhibitors of E. faecalis class II HMGR, primary screen, biochemical, Enterococcus faecalis; HMG-CoA reductase (Enterococcus faecalis, mvaE); purified E. faecalis HMGR, NADPH absorbance 340 nm kinetic; inhibition, % at 10 µM; actives 0.41% (n = 190,000);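 active = inhibition above a set limit, the median over all tested compounds plus 3 SD, cut at about 9.5% in these data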;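 note: enzyme runs in reverse so mevalonate oxidation gives rising NADPH absorbance; 0% = complete reaction with DMSO and 100% = background rate lacking mevalonate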
Hsp70 activator: Hsp70 transcriptional activators, primary screen, cell-based, HeLa, Hsp70 promoter luciferase, luminescence, 10 µM; HeLa Hsp70 promoter luciferase reporter; scaled: vehicle 0, proteasome-inhibitor control 100%; activation, % at 10 µM; AID 1203, 2008; actives 0.04% (n = 200,000);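 active = activation above the mean across all tested compounds plus 3 SD, cutoff set per campaign, cut at about 5.5% in these data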;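 note: 100% = MG132 at 30 µM as the positive control and 0% = DMSO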
PMI act: activators of human PMI, primary screen, biochemical, fluorescence intensity, near-Km mannose 6-phosphate. Mannose-6-phosphate isomerase (Homo sapiens), P34949. purified human PMI, coupled resazurin fluorescence, 20 min; active compounds read high; 1 = vehicle control, 0 substrate-free wells. activation factor at 20 µM. actives 0.005% (n = 190,000);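 active = activation factor of 2 or more at 20 µM, relative to plate controls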
Target sequence (P34949 whole entry, looked up): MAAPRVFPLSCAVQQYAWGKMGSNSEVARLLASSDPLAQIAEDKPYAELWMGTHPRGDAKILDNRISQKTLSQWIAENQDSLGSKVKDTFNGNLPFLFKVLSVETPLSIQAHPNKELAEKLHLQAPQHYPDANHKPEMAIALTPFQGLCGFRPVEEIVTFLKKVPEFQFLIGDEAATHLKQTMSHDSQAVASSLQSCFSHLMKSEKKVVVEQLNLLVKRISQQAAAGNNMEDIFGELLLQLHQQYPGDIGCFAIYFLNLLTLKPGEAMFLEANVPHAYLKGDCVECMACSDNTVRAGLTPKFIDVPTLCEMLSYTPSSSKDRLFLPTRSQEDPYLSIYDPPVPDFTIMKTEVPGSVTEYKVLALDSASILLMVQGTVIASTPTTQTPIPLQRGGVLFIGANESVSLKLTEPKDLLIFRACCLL
PMI act hi M6P: human PMI activators, high substrate, primary screen, biochemical, fluorescence intensity, near-saturating mannose 6-phosphate. actives 0.34% (n = 190,000). coupled PMI enzyme assay, resazurin fluorescence, 20 min; active compounds read high; 1 = untreated enzyme, 0 = substrate-free blank. activation factor at 20 µM;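 active = activation factor of 2 or more at 20 µM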
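assay system = human phosphomannose isomerase with PGI, G6PDH, diaphorase coupling enzymes | quantity = 15 ng/mL PMI | incubation = enzyme reaction with compound 20 min at room temperature | medium = HEPES pH 7.4 buffer with MgCl2 and Tween-20 | compound dosing = one concentration, 20 µM, in 1% DMSO | measured by = Diaphorase-driven resazurin-to-resorufin fluorescence, excitation 544, emission 590 nm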
DTT redox prof: compounds producing H2O2 with reducing agent – biochemical, NIH compound library profiling, artefact control for MLSCN library redox annotation, primary screen | actives 0.03% (n = 200,000) | DTT-dependent redox cycling H2O2, phenol red/HRP absorbance; 100% = 100 µM peroxide control, 0% = buffer | AID 878, 2007 | activation, % at 10 µM;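 active = activation of at least 50% relative to the plate's high and low controls in the primary single-dose screen; inactive = activation below 50%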;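 note: compound incubated with DTT at 0.8 mM final as the reducing agent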
Numbers without * were called inactive; x = no result given.

Values in the order – RAM inhibit	TNAP inh no acc	DTT redox prof	TNAP inh hi DEA	L major viab	Efa HMGR inh	PMI act	Hsp70 activator	S1P3 antag	PMI act hi M6P
- COc1ccc(NC(=O)N[C@@H](CCSC)C(=O)O)cc1Cl
    0.8	-7	2.8	-6	7	2	1	-0.1	-32	1
- C=CCNCC(=O)Nc1sc2c(c1C(=O)Nc1ccc(OC)cc1OC)CCC2
    -0.4	-18	0.8	-6	4	-8	1	-0.1	-12	1.1
- S=C1NC(c2ccccc2)=NCN1c1ccccc1
    -0.9	21	0.1	-3	-13	0	1	-0.3	x	1
- COc1ccc(CCN2C(=O)CC(Cc3ccc(C)cc3)C2=O)cc1OC (stereo unspecified)
    3.5	-1	-0.2	-1	-3	-4	1	-0.3	-3	0.9
- COc1cccc2sc(N(CCCN(C)C)C(=O)C(c3ccccc3)c3ccccc3)nc12
    1.1	-2	-1.4	1	94*	-4	1.2	-0.3	7	1
- O=C(CCC(=O)c1cccs1)NCC(=O)Nc1ccc(F)c(F)c1F
    0.7	0	-0.3	-1	-2	1	0.9	-0.4	-10	0.9
- Cc1ccsc1C1C(C#N)=C(N)N(N(C)C)C2=C1C(=O)CC(C)(C)C2 (stereo unspecified)
    1.4	-10	-0.7	-4	10	2	0.9	-0.2	-7	0.8
- O=C(OCC(=O)N1CCCCC1)c1ccccc1SCC(=O)N1CCCCC1
    -1.1	-15	-0.2	0	18	-7	1.1	-0.1	-22	1
- CC(=O)Nc1c(NC(C)C)c2ccccc2oc1=O
    1.9	-8	-7.4	1	-6	0	1	0.4	x	1
- COc1ccc(OCC(=O)Nc2ccccc2OC)cc1
    -0.1	-11	-2.7	-7	-8	-2	0.8	-0.2	-19	0.9
- COc1ccc(C(=O)Nc2ccc(-c3ccc(C)o3)cc2)cc1S(=O)(=O)N1CCOCC1
    5.7	-10	-1.6	-3	-4	0	0.9	-0.2	-14	1
- CC1CCN(C(=O)COC(=O)c2ccc(Br)o2)CC1
    -0.6	-10	0.1	-2	-6	3	1	0.6	x	1
- C=CCN(C(=O)Cn1ncc2c1-c1cc(C)ccc1OC2)c1ccccc1
    -1.0	-5	-0.9	0	8	-7	0.9	-0.1	x	0.9
- CCOC(=O)c1sc(/N=C/c2c(O)ccc3ccccc23)cc1C
    9.0*	29	0.3	1	-10	4	0.4	-0.1	-23	0.3
- Cc1ccc2nc3sc(C(=O)N4CCCc5ccccc54)c(N)c3cc2c1
    5.0	-1	-2.4	-1	29	-2	0.8	0.2	x	1
- O=C(COC(=O)/C=C/c1cccc([N+](=O)[O-])c1)NCCCN1CCCC1=O
    0.4	-10	-2.2	-6	2	0	1	-0.3	-15	1
- Clc1ccc(-c2cc(COc3ccc4ccccc4c3)no2)cc1
    3.4	-4	-4.8	2	1	1	1	0.2	x	1
- Cc1[nH]nc2c1C(c1cn[nH]c1-c1ccc(F)cc1)C(C#N)=C(N)O2 (stereo unspecified)
    -2.0	-9	-0.2	-2	46	-6	0.9	0.7	3	0.9
- Cc1noc(/C=C/c2cccs2)c1S(=O)(=O)N1CCC(C(=O)NCCCN2CCC(C)CC2)CC1
    0.8	-12	9.8	-6	90*	-8	1	0.2	0	1
- COC(=O)c1cc(COc2ccc3c(c2)oc(=O)c2ccccc23)c(C)o1
    1.1	-14	-3.8	-5	-6	2	1	-0.2	x	1

Continued:
Values in the order – RAM inhibit	TNAP inh no acc	DTT redox prof	TNAP inh hi DEA	L major viab	Efa HMGR inh	PMI act	Hsp70 activator	S1P3 antag	PMI act hi M6P
- CSc1nc(C)c(Cc2ccccc2)c(=O)[nH]1
    -0.4	-5	-0.5	-1	-3	-1	0.9	0.0	-6	1.2
- CC(c1nnc(SCC(=O)Nc2cccnc2Cl)n1-c1ccccc1)N(C)C (stereo unspecified)
    1.8	-4	-0.1	-1	-1	-3	1.1	-0.2	-4	1
- COc1cc(C(=O)NCCSc2ccc(Br)cc2)cc(OC)c1OC
    3.7	-21	-1.7	-6	2	-3	0.9	-0.1	-33	0.9
- O=C(CNC(=S)N(Cc1ccccc1)Cc1cccnc1)NC1CCCCC1
    0.2	7	-0.1	0	21	3	1	0.3	-7	1
- CCOC(=O)C1=NN(c2cccc(Cl)c2)C2=NC(C)=C(C(=O)OC)C(c3cccs3)N12 (stereo unspecified)
    2.3	-7	-0.8	-2	0	0	0.9	-0.4	x	0.9
- COc1ccc(/C=C(\C#N)C(=O)OCC(=O)NC2CC2)cc1
    1.9	-5	-2.1	-2	-4	-8	1	-0.2	8	0.9
- O=S(=O)(NCc1ccco1)c1ccc2c(c1)Cc1ccccc1-2
    3.6	-9	-0.2	-4	-8	-3	0.9	0.4	11	0.9
- O=C(Nc1cccc(Br)c1)c1ccc(Cl)c(S(=O)(=O)N2CCOCC2)c1
    2.4	-10	0.8	-5	-3	-2	1	-0.2	x	1
- O=C(O)C1CC=CCC1C(=O)NCCc1cccc(Cl)c1 (stereo unspecified)
    -0.1	-18	0.3	-4	-1	1	1.1	0.2	x	1.1
- CC1CN(C2CCN(S(=O)(=O)Cc3ccccc3)CC2)CC(C)O1 (stereo unspecified)
    2.3	-7	-0.8	-7	91*	2	1.1	-0.2	x	1.1
- CCOC(=O)CCc1c(C)nc2cc(-c3ccc(Cl)cc3)[nH]n2c1=O
    5.3	0	-1.4	6	-9	3	1	-0.2	11	1
- CCOC(=O)C1Cc2cc3c(cc2C1=O)CC(C(=O)OCC)C3=O (stereo unspecified)
    -0.6	-1	2.1	-3	5	1	1.4	0.0	1	1.3
- CC(=O)Nc1ccc(NC(=O)C(C)OC(=O)/C=C/c2cccs2)cc1 (stereo unspecified)
    2.8	-9	-0.6	-5	-2	-3	0.9	0.0	-21	0.9
- COc1ccc(C(=O)Nc2cccnc2)cc1S(=O)(=O)N1CCOCC1
    -0.9	-13	1.9	-5	-4	-1	1	-0.2	-4	1.1
- O=C(NNC(=S)NCc1ccc(Cl)cc1)c1ccc2c(c1)OCO2
    0.3	-5	0.5	-8	-3	-2	1	-0.2	-11	1
- O=C(c1ccccn1)N1CCN(C(=O)c2ccccn2)CC1
    0.8	-7	2.5	1	-6	-1	1	-0.2	x	1
- CCc1cccc(C)c1NC(=O)CO/N=C(\N)CC(=O)NC1CCCCC1
    1.1	-8	-0.1	-4	-7	11*	0.9	-0.3	-10	0.9
- CCCc1nc2ccccc2c(=O)n1CC(=O)c1ccccc1
    3.5	-11	0.4	-7	-3	-1	0.9	-0.3	5	1
- Cc1cc(C)c[n+](-c2nc3ccccc3nc2[N-]S(=O)(=O)c2ccc(Br)s2)c1
    0.1	-5	-0.8	-7	-2	-3	1.1	-0.4	-5	1
- O=C(Nc1ccccc1C(=O)O)c1ccc(Cl)c(S(=O)(=O)N2CCOCC2)c1
    5.3	-4	-0.5	-5	-4	2	1.2	0.1	-17	1.2

Part of the list above, as a markdown table:
| Molecule | RAM inhibit | TNAP inh no acc | DTT redox prof | TNAP inh hi DEA | L major viab | Efa HMGR inh | PMI act | Hsp70 activator | S1P3 antag | PMI act hi M6P |
| --- | --- | --- | --- | --- | --- | --- | --- | --- | --- | --- |
| CC1CN(C2CCN(S(=O)(=O)Cc3ccccc3)CC2)CC(C)O1 (stereo unspecified) | 2.3 | -7 | -0.8 | -7 | 91* | 2 | 1.1 | -0.2 | x | 1.1 |
| CCOC(=O)CCc1c(C)nc2cc(-c3ccc(Cl)cc3)[nH]n2c1=O | 5.3 | 0 | -1.4 | 6 | -9 | 3 | 1 | -0.2 | 11 | 1 |

The list goes on:
Values in the order – RAM inhibit	TNAP inh no acc	DTT redox prof	TNAP inh hi DEA	L major viab	Efa HMGR inh	PMI act	Hsp70 activator	S1P3 antag	PMI act hi M6P
- O=C(Nc1ncc(Cc2ccc(C(F)(F)F)cc2)s1)c1ccc(-c2cccc([N+](=O)[O-])c2)o1
    1.9	3	1.0	-2	90*	-5	0.8	-0.3	-13	0.9
- CCN(CC)CCNC(=O)C1CCN(S(=O)(=O)N2CCCCC2)CC1
    1.4	-8	1.7	3	3	2	0.9	-0.3	-10	0.8
- CN(C(=O)c1ccc(-c2nn(C)c(=O)c3ccccc23)cc1)c1ccccc1
    2.2	-9	0.2	-4	7	-1	0.9	0.0	x	1
- O=C(Cc1ccc(S(=O)(=O)N2CCOCC2)s1)NCC1CCCCC1
    0.7	-9	2.3	-3	5	-3	1.1	-0.2	0	1.1
- O=C(CN1C(=O)c2ccccc2C1=O)Nc1ccc(S(=O)(=O)N2CCOCC2)cc1
    1.8	-5	-1.0	-1	1	1	0.9	-0.2	-8	0.9
- Cn1cccc1C(=O)NC(=O)CSc1nc2ccccc2s1
    2.7	-5	1.3	-3	-3	-2	1.1	-0.1	-11	1.1
- CCNc1nc(N)nc(Oc2ccc(OCc3ccccc3)nn2)n1
    0.1	-5	-3.6	2	-2	-1	1	-0.4	x	1

3 of the entries above in order of the TNAP inh hi DEA value, lowest first:
smiles	TNAP inh hi DEA
O=C(Cc1ccc(S(=O)(=O)N2CCOCC2)s1)NCC1CCCCC1	-3
O=C(CN1C(=O)c2ccccc2C1=O)Nc1ccc(S(=O)(=O)N2CCOCC2)cc1	-1
CCN(CC)CCNC(=O)C1CCN(S(=O)(=O)N2CCCCC2)CC1	3
